CBFb RUNX1 block: qHTS Assay for Compounds Blocking the Interaction Between CBF-beta and RUNX1 for the Treatment of Acute Myeloid Leukemia | Runt-related transcription factor 1 (Homo sapiens) + Core-binding factor subunit beta … | AlphaScreen CBFb-His/RUNX1-biotin binding, biochemical | Potency, µM (highest dose often 59.8 µM), for the others: at the highest dose activity, negative = inhibition, usual class: inhibitors | 230,000 tested, under 10 active | AID 1477, 2009; note: % of control where 0% means no effect
Target sequence (Q01196 whole entry, looked up): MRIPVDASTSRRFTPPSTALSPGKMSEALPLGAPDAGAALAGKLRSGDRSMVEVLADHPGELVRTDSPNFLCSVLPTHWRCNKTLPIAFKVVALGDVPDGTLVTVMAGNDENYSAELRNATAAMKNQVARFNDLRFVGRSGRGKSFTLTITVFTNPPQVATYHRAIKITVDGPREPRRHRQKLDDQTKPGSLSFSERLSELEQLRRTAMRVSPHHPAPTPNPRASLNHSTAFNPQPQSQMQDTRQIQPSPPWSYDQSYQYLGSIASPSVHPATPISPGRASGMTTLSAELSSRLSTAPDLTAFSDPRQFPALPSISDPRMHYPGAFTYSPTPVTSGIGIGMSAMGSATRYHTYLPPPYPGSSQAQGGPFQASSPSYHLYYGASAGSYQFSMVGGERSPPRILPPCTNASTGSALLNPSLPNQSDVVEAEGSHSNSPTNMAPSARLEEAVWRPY
Target sequence (Q13951 whole entry, looked up): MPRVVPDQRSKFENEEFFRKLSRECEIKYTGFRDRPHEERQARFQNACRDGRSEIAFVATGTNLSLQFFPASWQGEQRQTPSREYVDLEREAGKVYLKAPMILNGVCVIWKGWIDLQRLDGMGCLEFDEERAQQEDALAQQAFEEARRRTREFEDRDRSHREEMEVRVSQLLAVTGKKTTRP
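Compounds were screened at multiple concentrations against a preformed CBF-beta(His)/RUNX1(biotin) complex (30 nM of each) for 15 min at room temperature, followed by 90 min with nickel and streptavidin beads and AlphaScreen reading.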
SMN2 splice enh: qHTS Assay for Enhancers of SMN2 Splice Variant Expression; Potency, µM (top dose mostly 46.1 µM), for the others: at the highest dose activity change, positive = activation, actives largely listed as activators; HEK293 SMN2-luciferase splicing reporter, luminescence, 30-36 h; 2.8% of 210,000 active; note: potency is the fitted concentration of half-maximal effect; % of control where 0% means no effect; nearly all actives have a fitted effect of over 55% in size
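HEK293 cells carry an SMN2 […]–luciferase reporter in which exon 7 inclusion puts luciferase in frame. Cells were plated 10-12 h before compound addition, then incubated 30-36 h at 37C. ONE-Glo luminescence was read; sodium butyrate at 4.5 mM final served as control.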
IMPase Li cell: qHTS Assay for Identifying the Cell-Membrane Permeable IMPase Inhibitors: Potentiation with Lithium | CHO-M1 cells, IP1 TR-FRET (IP-One), carbachol + lithium | Potency, µM (highest dose often 59.4 µM), inactives show at the top dose activity, negative = IMPase inhibition, usual class: inhibitors | 0.35% of 210,000 active;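 note: IP1 builds up when IMPase is blocked and the TR-FRET signal falls; potency is the fitted concentration of half-maximal effect; plate controls were basal vehicle for no effect and high inhibitor control for full effect; nearly all actives have a fitted effect of over 50% in size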
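CHO-M1, 2000 cells/well, 16–30 h culture; cpd + low Li+, 30 min 37C; lysis with d2-IP1/Eu-anti-IP1 Ab, 10 min RT; TR-FRET 665/620 ratio and 620 channel; AC50 via Hill.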
Lamin A splicing: qHTS Assay for Modulators of Lamin A Splicing; 0.01% of 200,000 active; Potency, µM (highest dose often 46.1 µM), inactives show at the top dose ratio change, negative = inhibition, most hits filed as inhibitors; HeLa LMNA splicing GFP/RFP minigene ratio, 48 h; AID 1487, 2009; active = well fitted inhibition curve with a large enough effect in the signal ratio, with a control signal flat, not every such curve was filed as active; inconclusive = small, poorly fitted or top-dose-only effect, or effect the other way, or a change in a side signal; the % refers to the signal ratio; note: potency is the fitted concentration of half-maximal effect; % is set by controls: 0 for no effect and ±100 for the full control effect
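Read-out is the ratio of GFP to DsRed2 object intensity, acquired by 488 nm laser-scanning cytometry on HeLa lamin A-EGFP minigene reporter cells. Compound incubation 48 hrs at 37 °C in Opti-MEM with 2% FBS; DMSO 0.5% final.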
Luc counter: Counterscreen for Luciferase (Kinase-Glo TM) Inhibition. Luciferin 4-monooxygenase (Photuris pensylvanica), Q27757. Kinase-Glo luciferase, ATP luminescence, 8 min. Potency, µM (doses to about 38.3 µM), for the others: top-dose activity change, negative = inhibition, actives largely listed as inhibitors. 0.28% of 200,000 active. AID 1379, 2008; note: potency is the fitted concentration of half-maximal effect; % is set by controls: 0 for no effect and ±100 for the full control effect; nearly all actives have a fitted effect of over 60% in size
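Luminescence was the read-out, taken after 8-minute incubation at ambient temperature. Luciferase turned over luciferin with 10 uM ATP in imidazole pH 7.2 buffer containing KCl, MgCl2, Tween 20 and BSA.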
HTT aggregate: qHTS Multiplex Assay to Identify Dual Action Probes in a Cell Model of Huntington: Aggregate Formation (GFP); Potency, µM (top dose mostly 46.1 µM), inactives show top-dose activity change, negative = inhibition, hits mostly inhibitors; 1.1% of 220,000 active; PC12 HttQ103-GFP aggregates, Acumen cytometry, 40 h; note: potency is the fitted concentration of half-maximal effect; % is set by controls: 0 for no effect and ±100 for the full control effect; nearly all actives have a fitted effect of over 60% in size
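Huntingtin Q103 exon 1–GFP aggregates in induced PC12 cells (100 nM tebufenozide) were quantified by cytometry from lysates, with compounds dosed in titration.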
HTT cytoprotect: qHTS Multiplex Assay to Identify Dual Action Probes in a Cell Model of Huntington: Cytoprotection (ATP). PC12 HTT-Q103 induced, cytoprotection, ATP luminescence, 40 h. Potency, µM (top dose mostly 56.4 µM), for inactives: cytoprotection (ATP increase), hits mostly activators. 0.14% of 230,000 active;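 note: potency is the fitted concentration of half-maximal effect; % of control where 0% means no effect; nearly all actives have a fitted effect of over 45% in size; toxic huntingtin expression switched on by the ecdysone agonist tebufenozide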
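Quantitative HTS on tebufenozide-induced (100 nM) PC12 cells expressing HTTQ103 exon 1–GFP; compounds tested as a concentration series; survival measured via cellular ATP.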
Starred values were filed as active, the others as inactive; ? = inconclusive; . = no result given; [ ] = remark or other dose. Unless noted, calls come from the whole dose curve; as a rule, active = well fitted curve in the direction sought with a large enough effect; inconclusive = small, poorly fitted or top-dose-only effect, or another doubt; inactive = no such curve, though single readings can be large; an effect the other way counts as inactive or inconclusive.

The line under a structure holds: CBFb RUNX1 block	SMN2 splice enh	IMPase Li cell	Lamin A splicing	Luc counter	HTT aggregate	HTT cytoprotect
[1] O=C(c1ccc2c(=O)n(CC3CCCO3)c(=S)[nH]c2c1)N1CCN(c2ccccc2)CC1 (stereo not given)
    0%	-36%[inhibitor]	-3%[38.3 µM]	5%	-7%	-4%	20%
[2] O=C(Cc1ccc(F)cc1)N1CCC(N2CCC(C(=O)N3CCOCC3)CC2)CC1
    1%	.	3%	14%[46 µM]	-3%	-8%[9.22 µM]	-3%[10 µM]
[3] O=C(Nc1ccccc1)c1ccc(NCCN2C(=O)CCC2=O)c([N+](=O)[O-])c1
    -6%	-12%	0%	.	-4%	2%[9.22 µM]	-23%[10 µM]
[4] O=C(CNC(=S)N(Cc1ccccc1)Cc1ccccc1F)NCCc1ccccc1
    10%	4%	8%	2%[9.22 µM]	0%	?	-65%[inhibitor]
[5] CCOC(=O)C(NC(=O)CC)(Nc1ccc(S(=O)(=O)Nc2onc(C)c2C)cc1)C(F)(F)F (stereo not given)
    2%	20%	13%[38.3 µM]	-3%	1%	-3%	-13%[0.074 µM]
[6] Cc1ccc(C(=O)NNc2c3ccccc3nc3ccccc23)cc1
    6%	.	.	.	.	-10%[9.22 µM]	-8%[10 µM]
[7] COC(=O)[C@]1(C)CCC(c2ccc(C)cc2)=C(CC(=O)O)C1
    .	-18%[9.22 µM]	5%	.	-3%[7.66 µM]	.	3%[10 µM]
[8] COc1cccc(CNC(=O)c2cc3oc4ccccc4c3n2C)c1OC
    -4%	16µM*	?	?	-5%	-18%	-10%[10 µM]
[9] Cc1ccc(CN2CCNC(=O)C2CC(=O)N(Cc2c(C)nn(C)c2C)C2CC2)o1 (stereo not given)
    14%	.	-2%	.	1%	12%	-33%[inhibitor]
[10] O=C(Cn1c(O)c(/C=C2\C=Nc3ccccc32)sc1=O)Nc1ccc2c(c1)OCO2
    0%	23%	-11%[38.3 µM]	1%	-3%	2%	3%
[11] CCOC(=O)c1c(NC(=O)c2cc3n(n2)C(C(F)(F)F)CC(c2ccccc2)N3)sc(C)c1C (stereo not given)
    -1%	9%	-15%	-2%	-1%	3%	12%[1.9 µM]
[12] CCCCN1C(=O)c2ccc(C(=O)Nc3ccc(C)c(S(=O)(=O)N(C)C)c3)cc2C1=O
    3%	-11%	12%	-9%	2%	-3%	5%[10 µM]
[13] Cc1cc(NC(=O)c2ccc(C#N)cc2)on1
    12%	.	1%	.	.	2%[9.22 µM]	-7%[10 µM]
[14] O=C(Nc1cc(C(F)(F)F)ccc1N1CCOCC1)c1cccc(F)c1
    7%	-22%	-9%[38.3 µM]	?	1%	1%	-12%
[15] COc1ccc(NC(=O)/C(C#N)=C\c2cc(OC)c(OCc3ccc(C(=O)O)cc3)cc2Br)cc1
    0%	25%	4%	.	10%	18%	-21%
[16] O=C(CN1CCN(c2ccc(O)cc2)CC1)Nc1ccc2c(c1)OCCO2
    -30%	-11%	5%	.	2%	4%	.
[17] COc1ccc(N2CCN(C(CNS(C)(=O)=O)c3ccco3)CC2)cc1 (stereo not given)
    -9%	0%	-2%	-7%[46 µM]	5%	16%	29%
[18] CCn1cc(C(=O)O)c(=O)c2cc(F)c(N3CCN(S(=O)(=O)c4ccc(Br)cc4)CC3)cc21
    6%	-2%	-5%	-12%	1%	?	10%[10 µM]
[19] O=C(c1cc(NC(=O)C23CC4CC(CC(C4)C2)C3)cc(NC(=O)C23CC4CC(CC(C4)C2)C3)c1)N1CCCCC1
    2%	-74%[inhibitor]	15%	?	1%	?	9%[10 µM]
[20] Cc1noc(C)c1S(=O)(=O)N1CCC(C(=O)N2CCN(c3ccc(Cl)cc3)CC2)CC1
    -1%	-39%	23%[38.3 µM]	?	-5%	?	-9%
[21] Cc1occc1C(=O)NC(C)CCc1ccccc1 (stereo not given)
    10%	-5%	-5%[38.3 µM]	10%	-1%	4%	-17%[10 µM]
[22] CC(=O)N(C)c1ccc(NC(=S)NCC(C)C)cc1
    0%	6%	-3%	.	0%	-11%	-8%
[23] CC(C)(C)NCCCOc1ccc(Cl)cc1C(C)(C)C
    -24%	?	19%	?	-2%	5%	10%[10 µM]
[24] CN(C)c1ccc(CNC23CN4CN(CN(C4)C2)C3)cc1
    5%	7%	19%[38.3 µM]	-6%	2%	2%	3%[10 µM]
[25] COc1ccc(NC(=O)c2sc(N3CCOCC3)nc2-c2ccccc2)c(OC)c1
    -3%	.	.	?	.	4%	-4%[10 µM]
[26] CCn1ncc(CNC(=O)C2(C)CC2(Br)Br)c1C (stereo not given)
    7%	6%	4%	-1%	14%	-4%	31%[10 µM]
[27] Cc1c(NC(=O)CC2NC(=O)NC2=O)c(=O)n(-c2ccccc2)n1C (stereo not given)
    8%	18%	-6%	6%[9.22 µM]	2%	12%	-38%[inhibitor]
[28] Cc1cccc(NC(=O)CSc2nncn2-c2ccccn2)c1
    -9%	-51%[inhibitor]	-1%	.	1%	11%	1%
[29] COC(=O)C(=NNc1c(C)n(C)n(-c2ccccc2)c1=O)C(=O)OC
    -4%	12%	2%	-9%	0%	-12%	-11%[10 µM]
[30] Cc1nnc(SCC(=O)NC(=O)NCc2ccco2)s1
    4%	9%	-3%	-6%[46 µM]	3%	12%	-25%

(cont.)
nr	compound	CBFb RUNX1 block	SMN2 splice enh	IMPase Li cell	Lamin A splicing	Luc counter	HTT aggregate	HTT cytoprotect
31	COCc1cc(O)c(O)c(O)c1-c1c(COC)cc(O)c(O)c1O	.	-9%	-20%	.	.	.	-62%[inhibitor]
32	Cc1cc(NC(c2cccnc2)c2c(C)[nH]c3ccccc23)no1 (stereo not given)	3%	-18%	16%[38.3 µM]	-22%	1%	13%	22%[10 µM]
33	O=[N+]([O-])c1ccc(N2CCN(S(=O)(=O)c3ccccc3)CC2)cc1NCc1ccco1	-2%	0%	0%	2%	1%	23%	7%[10 µM]
34	O=S(=O)(Nc1cccc2ccccc12)c1cccc2nonc12	7%	.	.	?	.	5%[9.22 µM]	-13%[10 µM]
35	Cc1[nH]nc(N)c1-c1ccc(Cl)cc1	-8%	-2%	0%	.	4%	-16%	-31%
36	N#C/C(=C\c1ccc(Cl)c([N+](=O)[O-])c1)c1ccccn1	7%	-4%	22%	.	-10%	-21%	8%[10 µM]
37	CCOc1cc(N2CCOCC2)c(OCC)cc1NC(=O)COC(=O)c1cccc2ccccc12	1%	-5%	8%	-13%	0%	7%	-2%[10 µM]
38	CCCCCCNc1c(C(=O)OCC)c(=O)[nH]c2ccccc12	1%	-32%[inhibitor]	-2%[38.3 µM]	?	-1%	-18%	-25%
39	Cc1ccc(C)c(NC(=O)C2CC(=O)N(C(C)C)C2)c1 (stereo not given)	0%	-5%	-7%[38.3 µM]	2%	2%	-8%	2%[10 µM]
40	OC[C@H]1NC[C@H](O)[C@@H](O)[C@H]1O	-7%[21.7 µM]	.	2%	.	1%	.	-8%
41	CCC(=O)Nc1sc(Cc2ccc3c(c2)OCO3)c(C)c1C(N)=O	4%	.	.	.	.	-22%[9.22 µM]	4%[10 µM]
42	Nc1nnc(SCC(=O)NC2CCCCC2)s1	3%	8%	-1%	-14%	3%	-2%	4%[10 µM]
43	O=C(NCCN1CCN(c2ccccc2F)CC1)C1CCCN(S(=O)(=O)c2cnc[nH]2)C1 (stereo not given)	2%	-3%	6%[38.3 µM]	-1%	-1%	10%	-8%
44	Cc1nc(NC(C)C)c2cnn(CCc3ccccc3)c2n1	-1%	4%	4%[38.3 µM]	-6%	1%	18%	-28%
45	O=C(COC(=O)c1cc([N+](=O)[O-])ccc1NCCO)NCc1cccs1	-13%	-17%	12%	8%[46 µM]	3%	-23%	-22%[10 µM]
46	Cc1cc(/C=N/NC(=O)Cn2c3ccccc3c(=O)c3ccccc32)c(C)n1-c1ccccc1	-2%	17%	-5%[38.3 µM]	-2%	-1%	14%	3%

9 entries from above, set out differently.
[38] CCCCCCNc1c(C(=O)OCC)c(=O)[nH]c2ccccc12
[39] Cc1ccc(C)c(NC(=O)C2CC(=O)N(C(C)C)C2)c1 (stereo not given)
[40] OC[C@H]1NC[C@H](O)[C@@H](O)[C@H]1O
[41] CCC(=O)Nc1sc(Cc2ccc3c(c2)OCO3)c(C)c1C(N)=O
[42] Nc1nnc(SCC(=O)NC2CCCCC2)s1
[43] O=C(NCCN1CCN(c2ccccc2F)CC1)C1CCCN(S(=O)(=O)c2cnc[nH]2)C1 (stereo not given)
[44] Cc1nc(NC(C)C)c2cnn(CCc3ccccc3)c2n1
[45] O=C(COC(=O)c1cc([N+](=O)[O-])ccc1NCCO)NCc1cccs1

Screen / compound no. | 38 | 39 | 40 | 41 | 42 | 43 | 44 | 45
CBFb RUNX1 block | 1% | 0% | -7%[21.7 µM] | 4% | 3% | 2% | -1% | -13%
SMN2 splice enh | -32%[inhibitor] | -5% | . | . | 8% | -3% | 4% | -17%
IMPase Li cell | -2%[38.3 µM] | -7%[38.3 µM] | 2% | . | -1% | 6%[38.3 µM] | 4%[38.3 µM] | 12%
Lamin A splicing | ? | 2% | . | . | -14% | -1% | -6% | 8%[46 µM]
Luc counter | -1% | 2% | 1% | . | 3% | -1% | 1% | 3%
HTT aggregate | -18% | -8% | . | -22%[9.22 µM] | -2% | 10% | 18% | -23%
HTT cytoprotect | -25% | 2%[10 µM] | -8% | 4%[10 µM] | 4%[10 µM] | -8% | -28% | -22%[10 µM]

[46] Cc1cc(/C=N/NC(=O)Cn2c3ccccc3c(=O)c3ccccc32)c(C)n1-c1ccccc1

Screen / compound no. | 46
CBFb RUNX1 block | -2%
SMN2 splice enh | 17%
IMPase Li cell | -5%[38.3 µM]
Lamin A splicing | -2%
Luc counter | -1%
HTT aggregate | 14%
HTT cytoprotect | 3%

Source: PubChem BioAssay (National Center for Advancing Translational Sciences (NCATS))
